Source: PubChem BioAssay
PNC assembly inh – High Content Assay for Compounds that inhibit the Assembly of the Perinucleolar Compartment | 140,000 compounds, 3.1% hits | PC3M PTB-GFP, PNC prevalence imaging, 16 h; stronger effect = lower value | activity change (PNC), negative = inhibition, % at 10 µM;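 active = readout at or below -70, meaning at least 70% loss of cells showing the perinucleolar compartment, a nuclear body marking cancer cells; inconclusive = readout between -30 and a set limit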;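 note: plate controls were DMSO wells for no effect and camptothecin positive control wells for full effect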
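Read-out is percentage of cells bearing a perinucleolar compartment, from automated 20x imaging of fixed, Hoechst-stained PC3M PTB-GFP cells. Cells were seeded 4 h, then exposed 16 h to compound (23 nl of library stock) in duplicate plates.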
IMPase inh – qHTS Assay for Identifying the Cell-Membrane Permeable IMPase Inhibitors; AID 901, 2007; CHO-M1 cells, IP1 accumulation, HTRF TR-FRET ratio; inhibition (IP1 accumulation), % at 46.1 µM; 120,000 tested, under 10 active; active = well fitted curve in the direction sought with a large enough effect in the signal ratio, not every such curve was filed as active; inconclusive = small, poorly fitted or top-dose-only effect, or a change in a side signal; inactive = no such curve, though single readings can be large or run the other way; the % refers to the signal ratio;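 note: cells stimulated with carbachol in lithium chloride buffer; plate controls were DMSO basal wells for no effect and reference inhibitor wells for full effect; higher means more IMPase inhibition seen as more IP1 and lower FRET ratio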
Target sequence (P97697 whole entry, looked up): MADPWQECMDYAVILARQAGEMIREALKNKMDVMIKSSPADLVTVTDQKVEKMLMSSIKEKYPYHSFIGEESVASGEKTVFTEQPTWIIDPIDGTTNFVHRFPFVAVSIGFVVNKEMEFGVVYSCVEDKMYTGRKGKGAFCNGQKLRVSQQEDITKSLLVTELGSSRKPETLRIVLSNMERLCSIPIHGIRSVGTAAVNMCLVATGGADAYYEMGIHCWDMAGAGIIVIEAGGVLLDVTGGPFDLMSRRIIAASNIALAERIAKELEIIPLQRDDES
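Cellular IMPase inhibition is scored as a rise in cytosolic IP1, detected by competitive TR-FRET between d2-labelled IP1 and a europium anti-IP1 antibody. M1-expressing CHO cells were stimulated with carbachol for 30 min at 37C, with lithium (50 mM LiCl) present in the buffer.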
12-hLO inh – qHTS Assay for Inhibitors of 12-hLO (12-human lipoxygenase). Potency, µM (highest dose often 57.1 µM), without a hit: at the top dose activity change, negative = inhibition, usual class: inhibitors. purified 12-hLO, xylenol orange hydroperoxide absorbance. Polyunsaturated fatty acid lipoxygenase ALOX12 (Homo sapiens), P18054. 150,000 compounds, 0.12% hits; note: potency is the fitted concentration of half-maximal effect; nearly all actives have a fitted effect of over 55% in size; many of its hits are not listed in these tables
Target sequence (P18054 whole entry, looked up): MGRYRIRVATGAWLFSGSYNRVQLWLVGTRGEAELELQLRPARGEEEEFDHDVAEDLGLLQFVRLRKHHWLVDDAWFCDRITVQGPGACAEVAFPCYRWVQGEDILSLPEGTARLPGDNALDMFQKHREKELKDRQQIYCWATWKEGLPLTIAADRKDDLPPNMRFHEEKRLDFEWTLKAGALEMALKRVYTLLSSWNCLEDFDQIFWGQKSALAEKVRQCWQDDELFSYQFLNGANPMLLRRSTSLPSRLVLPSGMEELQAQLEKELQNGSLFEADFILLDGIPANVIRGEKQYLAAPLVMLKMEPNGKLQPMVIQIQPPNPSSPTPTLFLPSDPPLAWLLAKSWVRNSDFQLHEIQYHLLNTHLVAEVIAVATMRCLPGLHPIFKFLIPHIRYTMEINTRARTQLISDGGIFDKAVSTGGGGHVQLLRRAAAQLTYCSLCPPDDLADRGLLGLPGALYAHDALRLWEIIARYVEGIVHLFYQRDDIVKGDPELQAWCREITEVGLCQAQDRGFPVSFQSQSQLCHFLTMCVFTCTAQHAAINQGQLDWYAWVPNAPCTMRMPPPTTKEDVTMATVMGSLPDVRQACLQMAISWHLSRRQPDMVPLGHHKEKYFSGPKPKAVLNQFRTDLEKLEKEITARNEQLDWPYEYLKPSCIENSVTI
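Purified human 12hLO (150 nM final) was preincubated with compounds for 15 min at room temperature in 25 mM Hepes pH 7.0, 0.01% Triton X-100, then reacted with 40 uM arachidonic acid for 30 min. Hydroperoxide was detected with ferrous iron/xylenol orange.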
ALOX15B inhib – qHTS Assay for Inhibitors of 15-hLO-2 (15-human lipoxygenase 2); Potency, µM (series often up to 57.1 µM), without a hit: top-dose activity change, negative = inhibition, usual class: inhibitors; AID 881, 2007; purified 15hLO-2, xylenol orange hydroperoxide absorbance; 110,000 compounds, 0.56% hits; Polyunsaturated fatty acid lipoxygenase ALOX15B (Homo sapiens), O15296; note: potency is the fitted concentration of half-maximal effect; nearly all actives have a fitted effect of over 60% in size; many of its hits are not listed in these tables
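Screening format was qHTS against 50 nM purified 15hLO-2 in Hepes pH 7.5 with detergent. Activity follows hydroperoxide formation from 45 uM arachidonic acid, measured as 573:405 nm absorbance ratio of the ferric-xylenol orange complex.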
An asterisk follows results filed as active; ? = inconclusive; · = no result given; [ ] = another dose, or the depositor's remark. Unless noted, calls come from the whole dose curve; as a rule, active = well fitted curve in the direction sought with a large enough effect; inconclusive = small, poorly fitted or top-dose-only effect, or another doubt; inactive = no such curve, though single readings can be large; an effect the other way counts as inactive or inconclusive. Unless noted, % is set by controls: 0 for no effect and ±100 for the full control effect.

SMILES	PNC assembly inh	IMPase inh	12-hLO inh	ALOX15B inhib
O=c1cc(N2CCOCC2)cnn1-c1ccccc1	?	·	-2%	·
COC(=O)c1ccccc1NC(=O)N1c2ccccc2Sc2ccccc21	?	·	-2%	·
CC1(C)CC(=O)C/C(=N\NC(=O)c2cccs2)C1	?	·	2%	·
COC(=O)NC1CCC(CC2CCC(NC(=O)OC)CC2)CC1 (stereo unspecified)	?	6	1%	19%
O=c1c2ccccc2nc(SCc2nnc(-c3ccccc3)o2)n1-c1ccccc1	?	5	-5%	-13%
CNC(=O)CSc1nnnn1-c1ccc(C)cc1C	-10	-1	-7%	0%
COC(=O)C1=C(C)N(C)C(=O)NC1c1ccc(O)c(OC)c1 (stereo unspecified)	-20	-7	0%	·
CCCCC(=O)Nc1ccccc1C(=O)N1CCOCC1	?	-4	-2%	·
CCOC(=O)c1cnc2sccn2c1=O	19	-5	-3%	0%
Cc1ccc2c(Cl)c(C(=O)N/N=C/c3cccn3C)sc2c1	19	-11	0%	·
COc1cccc(NC(=S)N2CCC(N(C)CC3CCCO3)CC2)c1 (stereo unspecified)	?	·	-5%	·
Fc1cccc(Nc2nc(-c3ccncc3)nc3ccccc23)c1	22	·	3%	·
COc1ccccc1C(=O)NCC(=O)OCc1csc(-c2ccccc2)n1	-3	1	-2%	·
CCN(CC)C(=O)NC(c1ccc(C)c(F)c1)C(Cl)(Cl)Cl (stereo unspecified)	26	·	-2%	·
COCCn1c(C)cc(C(=O)COc2nc3ccccc3nc2C)c1C	50	8	0%	-4%
CC(C)CCOP(=O)(c1ccccc1)c1ccccc1	12	·	1%	·
Cc1cc(N/N=C(/CCC(=O)O)C(=O)O)nc2ccccc12	24	·	-2%	·
COc1ccc(/C=N/Nc2ncnc3sc4c(c23)CCCC4)cc1OC	13	·	2%	·
CON1C(=O)C(=O)N(OC)C(C)(C)C1(C)C	?	·	-1%	·
Cc1ccc(S(=O)(=O)N(CC(=O)N2CCOCC2)CC(=O)N2CCOCC2)cc1	3	6	2%	·
CC1CN(S(=O)(=O)c2ccc(NC(=O)c3ccco3)cc2)CC(C)O1 (stereo unspecified)	7	-11	-2%	2%
Cc1ccc(-c2nc(CS(=O)CC(=O)NCc3ccccn3)c(C)o2)cc1 (stereo unspecified)	17	11	-3%	7%
C=CCOc1ccccc1CNCCCN1CCOCC1	-22	3	0%	28%
COC(=O)c1ccc(CSc2nc3cc(Cl)ccc3s2)o1	?	5	-1%	4%
CCCOC(=O)c1ccc(Nc2cc(C)nc3ncnn23)cc1	-26	3	-1%	4%

A section from the list above, as a working copy:
SMILES	PNC assembly inh	IMPase inh	12-hLO inh	ALOX15B inhib
O=c1cc(N2CCOCC2)cnn1-c1ccccc1	?	·	-2%	·
COC(=O)c1ccccc1NC(=O)N1c2ccccc2Sc2ccccc21	?	·	-2%	·
CC1(C)CC(=O)C/C(=N\NC(=O)c2cccs2)C1	?	·	2%	·

Other records:
SMILES	PNC assembly inh	IMPase inh	12-hLO inh	ALOX15B inhib
COc1ccc(CC(=O)NNC(=O)c2cccs2)cc1	15	·	0%	·
COc1ccc(NC(=O)Cc2nc3ccccc3[nH]2)cc1	-1	-7	4%	34%[activator]
CC(C)[C@H](NC(=O)NCCc1ccccc1)C(=O)O	-16	-5	2%	4%
CCc1nc2ccccc2c(C(=O)O)c1C	-4	1	-1%	-8%
Cc1cc(NC(=O)c2cccc(S(=O)(=O)N3CCCCCC3)c2)n(-c2ccccn2)n1	39	-2	-8%	3%
COc1cc(S(=O)(=O)NCCCN2CCOCC2)ccc1Cl	?	2	7%	?
Cc1c(C(=O)NCc2ccccn2)oc2ccccc12	-20	1	-1%	5%
CCCCC1OC23CCCCC2C(C#N)(C#N)C1(C#N)C(=N)O3 (stereo unspecified)	?	·	-1%	·
CNC(=S)N/N=C(\C)c1ccc(C)c(C)c1	22	·	-26%	·
Cc1nc2ccccc2c2c1C(=O)N(CCC1=CCCCC1)C2=O	?	0	-4%	-4%
O=C(NC1CCS(=O)(=O)C1)C1CCCCN1S(=O)(=O)c1ccc(Cl)cc1 (stereo unspecified)	33	3	-3%	-18%
O=C(Nc1ccc(F)cc1)N1CCn2c(nc3ccccc32)C1	?	6	4%	7%
CCOC(=O)C1=C(C)NC(C)=C(C(=O)OCC)C1/C=C/c1ccccc1OC	-11	-1	-3%	·
COc1cccc(SCc2noc(C(=O)NCC3CCCO3)c2C(=O)O)c1 (stereo unspecified)	63	-7	0%	-1%
Cc1cc(N2C(=O)CC(C(C)c3ccccc3)C2=O)no1 (stereo unspecified)	?	3	0%	·
Cc1cc(Nc2ccccc2F)n2nc(C)nc2n1	-15	·	-4%	·
Cc1ccc(C(=O)C[n+]2cccc3ccccc32)cc1	27	-1[1.84 µM]	0%	-3%[11.4 µM]
Cc1sc2nc(C3CC3)nc(SCC(=O)N3CC(=O)Nc4ccccc43)c2c1C	?	-3	-5%	-7%
CCSc1nc(-c2ccc(OC)cc2)ccc1C#N	14	-3	-1%	5%
Cc1ccc(C)c(OCC(O)CN2CCC(C)CC2)c1C (stereo unspecified)	9	1	-3%	3%
NC(=O)C1(N2CCCCC2)CCN(C(=O)c2cccs2)CC1	-28	-4	-4%	4%
O=C(C1=C(O)C(=O)N(CCCN2CCOCC2)C1c1ccccn1)c1cccs1 (stereo unspecified)	?	5	-7%	-23%
Cc1nnc(NC(=O)c2ccc3ccccc3c2)o1	-24	?	?	7%
Cc1ccc(C(=O)Oc2oc(-c3ccccc3)nc2C=Nc2ccc(N(C)C)cc2)cc1	?	·	1%	·
CCn1c(COc2cccc(OC)c2)nnc1SCC(=O)N1CCOCC1	-12	18	1%	1%
SMILES	PNC assembly inh	IMPase inh	12-hLO inh	ALOX15B inhib
Cc1[nH]n(-c2ccccc2)c(=S)c1C=NCCCN=Cc1c(C)[nH]n(-c2ccccc2)c1=S	?	·	?	·
CC(C)(C)c1ccc(OCC(=O)N/N=C/c2ccc(N3CCOCC3)cc2)cc1	-22	·	-2%	·
COc1ccccc1CCNC(=O)C1CCCO1 (stereo unspecified)	-14	-2	3%	-1%
Cc1ccc(S(=O)(=O)N2CCCC2C(=O)OCc2nc3ccccc3s2)cc1 (stereo unspecified)	-19	16	-4%	0%
CCOC(=O)c1nn(-c2ccccc2)c2nnc(Cc3ccc(C)cc3)c(=O)n12	-7	·	0%	·
O=S(=O)(c1ccc(Cl)cc1)N1CCN(C2CCN(Cc3ccccc3)CC2)CC1	-28	9	-11%	25%
CCCCN1C(=O)C(NC(=O)c2cccnc2)(C(F)(F)F)C2=C1CC(C)(C)CC2=O (stereo unspecified)	1	-19	-11%	6%
Cc1cc(NC(=O)c2cc(-c3ccncc3)nc3c(C)cccc23)no1	?	2	-22%	-1%
COc1ccc(OCC(=O)OC(C)CN2CCOCC2)cc1 (stereo unspecified)	?	10	0%	·
COc1cc(/C=C(/C#N)c2ccccc2F)ccc1OCc1ccccc1	-3	-2	4%	·
O=C(Nc1ccccc1)N1CC2(CCN(C(=O)c3ccncc3)CC2)C1	·	·	0%	-3%
O=C(COC(=O)CCCSc1nc2ccccc2[nH]1)Nc1ccc(Oc2ccccc2)cc1	-17	-9	1%	·
Cc1ccc(Cl)cc1N1CCN(C(=O)c2cn(C)c(=O)c3c2c2ccccc2n3C)CC1	-14	-14	5%	4%
CN(C)c1ncc(S(=O)(=O)c2ccc(Cl)cc2)c(-c2ccccc2)n1	-29	6	-4%	-2%
O=C(CSc1nc2ccncc2[nH]1)Nc1ccccc1C(F)(F)F	37	7	-1%	-12%
Cc1ccc(S(=O)(=O)N(CC(=O)N/N=C/c2cccc(Cl)c2)c2cccc3cccnc23)cc1	-1	4	-7%	-4%
CN(C)c1ccc(-c2nn3c(-c4ccc(Cl)cc4)nnc3s2)cc1	22	15	-5%	-6%
Cc1cccc(C(=O)Nc2onc(C)c2C#N)c1	8	3	13%	·
Cn1c(=O)n(C)c2cc(NC(=O)C(F)(F)F)ccc21	43	3	-2%	-1%
C=CCN=C(NC#N)SCC(=O)NCc1ccccc1	-13	-4	-4%	-11%
CO/N=C\Cc1oc(=O)c(NC(=O)c2ccccc2)cc1C(=O)OC	-7	0	-9%	-13%
COc1ccc(C2C(C(N)=O)=C(C)Nc3nc(-c4cccc(Cl)c4)nn32)cc1OC (stereo unspecified)	-24	?	-8%	10%
O=C(CSc1nnc(NC(=O)C2CC2)s1)Nc1ccc(F)cc1	-25	-2	1%	0%
C=CCn1c(COc2ccc(Cl)cc2)nnc1SCc1ccc(C#N)cc1	?	2	-15%	9%
CCCn1c(NC(=O)c2cccc(S(=O)(=O)N3CCCC3)c2)nc2ccccc21	-23	3	0%	49%[activator]

Part of the list above, with two lines to a compound.
The line under a structure holds: PNC assembly inh | IMPase inh | 12-hLO inh | ALOX15B inhib
CN(C)c1ccc(-c2nn3c(-c4ccc(Cl)cc4)nnc3s2)cc1
    22 | 15 | -5% | -6%
Cc1cccc(C(=O)Nc2onc(C)c2C#N)c1
    8 | 3 | 13% | ·
Cn1c(=O)n(C)c2cc(NC(=O)C(F)(F)F)ccc21
    43 | 3 | -2% | -1%
C=CCN=C(NC#N)SCC(=O)NCc1ccccc1
    -13 | -4 | -4% | -11%

(more compounds)
SMILES	PNC assembly inh	IMPase inh	12-hLO inh	ALOX15B inhib
CCC(=O)c1cn(CC(=O)NCc2cccnc2)c2ccccc12	43	-3	-4%	17%
CCCCNC(=O)/C=C/c1ccc(OC)c(Br)c1	?	-3	3%	4%
COCCCNC(=O)C(F)(F)C(F)(F)C(=O)NCCCOC	34	7	-3%	-4%
CCOC(=O)CNC(=O)C1c2cc(OC)c(OC)cc2C(=O)N(C)C1c1ccccc1F (stereo unspecified)	-12	?	-1%	1%
Cc1ccc2nc(-c3ccc(NC(=O)C(C)N4C(=O)c5ccccc5C4=O)cc3)sc2c1 (stereo unspecified)	40	·	3%	·
CCOC(=O)c1c(NC(=O)c2ccccc2C)sc2c1CC(C)(C)OC2	?	3	-10%	5%
COc1ccc(C2=NOC(C(=O)NCc3ccccc3)C2)cc1 (stereo unspecified)	?	1	-3%	-7%
O=C(Nn1c(SCc2ccccc2F)nc2ccsc2c1=O)c1ccccc1	38	·	4%	·
Cc1ccc(S(=O)(=O)NCCNC(=O)c2cc(OCC(F)(F)F)ccc2OCC(F)(F)F)cc1	?	-9	-7%	8%
N#Cc1ccc(OCC(=O)OCC(=O)Nc2cc(C(F)(F)F)ccc2N2CCOCC2)cc1	-5	13	-1%	·
Fc1ccc(N/N=C/c2ccncc2)c(F)c1	2	-10	-12%	·
N#Cc1ccccc1CSc1ccccn1	?	-8[1.84 µM]	-3%	1%[11.4 µM]
C/C(=N\NC(=O)c1ccn(C)n1)c1cccc(NC(=O)c2ccncc2)c1	32	·	-1%	·
CCC(C)(C)n1nnnc1C(C(C)C)N(CCCO)Cc1cc2cc(C)ccc2[nH]c1=O (stereo unspecified)	-17	0	-12%	3%
CC1CCN(C(=O)N[C@@H](Cc2ccccc2)C(=O)O)CC1	-18	-5	-4%	1%
CCn1c(=O)c(=O)n(CC)c2cc(S(=O)(=O)Nc3cccc(OC)c3)ccc21	-13	0	3%	-7%
Cc1ccc(C(=O)CCNc2ccc(Br)cc2)o1	-23	9	-8%	5%
CCC(=O)Nc1ccc(C(=O)CSc2nc3ccc(C)cc3[nH]2)cc1	13	-6	-2%	·
CCOC(=O)c1cnc(SC)nc1Oc1cccc(NC(=O)c2ccc(Cl)cc2)c1	7	6	-3%	16%
